AP complement – alternative complement pathway inhibitors, primary screen, biochemical, ELISA, human serum, orthogonally pooled compounds; inhibition, % at 5 µM; 62,000 tested, 0.08% active; AID 1235, 2008; LPS-coated ELISA, C3 deposition; tested in compound mixtures;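 active = inhibition above 30% in each of the two pooled mixtures holding the compound, so the lower value exceeds 30%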;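 note: 0% = serum in Mg-EGTA without compound and 100% = EDTA serum blank; some compounds past the cut are filed as inactive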
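Test system: human serum alternative complement pathway, C3 deposition on LPS-coated wells; also added: Plate-bound LPS; doses: 5 µM per compound in ten-compound mixtures; schedule: 1 h at 37 °C; detection: Anti-C3 ELISA, OD 450 nm; evaluation: percent inhibition of C3 deposition onto LPS; repeats: two pool placements per compound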
5HT1E ag – 5-HT1E receptor agonists, primary screen, cell-based, HTS | activation, % at 6 µM | 5-hydroxytryptamine receptor 1E (Homo sapiens), P28566 | 65,000 tested, 0.69% active | CHO 5-HT1E Ga15 NFAT-bla reporter, FRET; 0% DMSO wells, 100% control agonist wells;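 active = activation above a set limit, the screen-wide mean activation plus 3 SD, cut at about 8.5% in these data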;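 note: 100% = positive control agonist at 1 µM giving full maximal response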
5HT1E antag – 5-HT1E receptor antagonists, primary screen, cell-based, HTS; 5-hydroxytryptamine receptor 1E (Homo sapiens), P28566; CHO 5-HT1E Ga15 NFAT-bla reporter, FRET, antagonist; AID 571, 2007; 65,000 tested, 0.99% active; inhibition, % at 6 µM;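 active = inhibition above a set limit, the mean inhibition across every tested compound plus 3 SD, cut at about 29% in these data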;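 note: signal is the 460 over 535 nm emission ratio of beta-lactamase substrate; 0% = agonist plus DMSO wells and 100% = wells without agonist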
S1P3 agonist – human S1P3 receptor agonists, primary screen, cell-based, primary and confirmation, NFAT-BLA reporter; S1P3 NFAT-BLA reporter cells, agonism, FRET ratio; relative to 1 µM S1P, basal subtracted; 60,000 tested, 0.1% active; activation, % at 4.5 µM; Sphingosine 1-phosphate receptor 3 (Homo sapiens), Q99500;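 active = activation above the screen-wide mean plus 3 SD, cut at about 4.5% in these data, passing the limit was not always enough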; note: some compounds called inactive have numbers as strong as hits
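material = human S1P3 NFAT-BLA reporter CHO cells | schedule = 4 h compound at 37 °C, 2 h substrate at RT | measured by = fluorescent BLA substrate, ex 405 nm, em 460/535 nm ratio | controls = 1 µM S1P reference | replication = primary once, confirmation triplicate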
5-HT1A blocker – human 5-HT1a receptor antagonists, primary screen, cell-based, CHO, Ga15 NFAT-bla reporter; 62,000 tested, 0.68% active; CHO 5-HT1a Ga15 NFAT-bla reporter, antagonist mode; inhibition, % at 10 µM; 5-hydroxytryptamine receptor 1A (Homo sapiens), P08908; AID 612, 2007;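 active = inhibition above the mean of all tested compounds plus 3 SD, cut at about 43% in these data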;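 note: receptor stimulated by 5-CT agonist at 100 nM near EC80; beta-lactamase reporter measured by ratiometric fluorescence of a cleavable substrate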
RORA act – activators of orphan receptor RORA, primary screen, cell-based, luminescence | CHO-K1 Gal4-RORA LBD luciferase reporter; percent increase over mock-subtracted basal signal | activation, % at 10 µM | 65,000 tested, 1.5% active | AID 560, 2006 | Nuclear receptor ROR-alpha (Homo sapiens), P35398;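 active = activation above the mean of all tested compounds plus 3 SD, cut at about 49% in these data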;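 note: 0% = DMSO-treated RORA cells and 100% = added signal equal to DMSO minus mock-transfected cells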
Target sequence (P35398 whole entry, looked up, the tested form may be a part): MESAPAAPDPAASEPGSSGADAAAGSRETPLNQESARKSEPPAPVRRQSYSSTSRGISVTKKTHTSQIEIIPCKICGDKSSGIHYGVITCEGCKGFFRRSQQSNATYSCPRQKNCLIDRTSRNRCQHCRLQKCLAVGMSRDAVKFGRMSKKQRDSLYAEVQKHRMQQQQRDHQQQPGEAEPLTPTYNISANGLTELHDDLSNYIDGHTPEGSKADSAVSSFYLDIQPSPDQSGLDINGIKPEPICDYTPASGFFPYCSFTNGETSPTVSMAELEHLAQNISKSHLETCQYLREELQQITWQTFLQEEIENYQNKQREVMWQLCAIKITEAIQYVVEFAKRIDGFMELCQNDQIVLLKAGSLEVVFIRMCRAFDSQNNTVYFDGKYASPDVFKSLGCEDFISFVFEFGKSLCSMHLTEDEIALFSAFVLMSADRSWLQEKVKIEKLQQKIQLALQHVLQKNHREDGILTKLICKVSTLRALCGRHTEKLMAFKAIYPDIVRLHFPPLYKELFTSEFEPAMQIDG
S1P1 ag pot – S1P1 agonists and agonism potentiators, primary screen, cell-based, primary and confirmation screens, CRE-bla reporter. Sphingosine 1-phosphate receptor 1 (Homo sapiens), P21453. S1P1 CRE-bla cells, forskolin, beta-lactamase FRET, potentiator mode; S1P1 agonist co-added at EC20, 2 nM; 100% = saturating reference agonist, 0% = basal. activation, % at 9.5 µM. 56,000 tested, 0.57% active;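 active = activation above a cutoff set at the mean activation of all tested compounds plus 3 SD, cut at about 54% in these data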;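 note: forskolin at 4 µM as EC80 and the EC20 agonist is SEW2871; 100% = SEW2871 at its EC100 plus forskolin at EC80; some compounds past the cut are filed as inactive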
SF1 activator – activators of human SF-1, primary screen, cell-based, CHO-K1, Gal4-SF-1 LBD, luciferase luminescence. activation, % at 10 µM. CHO-K1 Gal4-SF-1 LBD luciferase reporter; % increase over DMSO SF-1-specific signal. 65,000 tested, 1.9% active. Steroidogenic factor 1 (Homo sapiens), Q13285;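 active = activation above the mean activation of all tested compounds plus 3 SD, cut at about 50% in these data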
Target sequence (Q13285 whole entry, looked up, the tested form may be a part): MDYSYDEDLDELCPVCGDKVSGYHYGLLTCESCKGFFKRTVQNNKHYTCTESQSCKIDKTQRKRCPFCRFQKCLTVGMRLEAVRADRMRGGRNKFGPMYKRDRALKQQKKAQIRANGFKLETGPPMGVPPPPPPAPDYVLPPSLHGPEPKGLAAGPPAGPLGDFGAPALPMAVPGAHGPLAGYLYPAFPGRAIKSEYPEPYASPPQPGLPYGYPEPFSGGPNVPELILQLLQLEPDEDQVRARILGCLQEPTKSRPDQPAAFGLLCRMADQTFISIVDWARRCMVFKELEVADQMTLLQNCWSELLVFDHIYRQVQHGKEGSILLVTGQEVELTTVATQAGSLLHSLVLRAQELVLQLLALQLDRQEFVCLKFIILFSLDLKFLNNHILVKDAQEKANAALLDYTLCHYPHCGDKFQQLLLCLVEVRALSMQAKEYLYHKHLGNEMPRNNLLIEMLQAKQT
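Test system: CHO-K1 cells with Gal4–hSF-1 LBD chimera plus Gal4-driven luciferase; Input: 4,000 cells/well; Compound: 10 µM only; Times: 20 h compound treatment, 37 °C; Measured by: steady-glow luciferase luminescence, read after 15 min reagent incubation; Measure: percent activation versus DMSO; Control set: DMSO and mock-transfected background; Replicates: one test per compound.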
tolC growth inh – growth inhibitors of E. coli tolC mutant, primary screen, strain BW25113 ΔtolC::kan, 384-well | OD615 | growth inhibition, % at 10 µM (by protocol) | 65,000 tested, 2.2% active | AID 573, 2007;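 active = growth inhibition at or above a cutoff equal to the mean over every tested compound plus 3 SD, cut at about 60% in these data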;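 note: growth measured after 20 h incubation at 37 °C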
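Test system – E. coli BW25113 ΔtolC::kan, tolC deletion mutant strain · Detection – OD at 615 nm · Buffer or medium – LB with kanamycin 50 µg/mL · Times – 20 h compound exposure of bacteria at 37 °C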
* = called active by the depositor; nt = no result given.

Second line of a record: AP complement	5HT1E ag	5HT1E antag	S1P3 agonist	5-HT1A blocker	RORA act	S1P1 ag pot	SF1 activator	tolC growth inh
1. Cn1c(N2CCCCC2)nc2c1c(=O)n(Cc1cccc(Br)c1)c(=O)n2C
  -39	-0.1	2	-1.0	2	-8	6	27	27
2. CCOC(=O)c1cc2sc(C)cc2n1CC(=O)NCc1ccc(F)cc1
  2	-1.3	2	-1.5	36	-12	25	7	-2
3. COc1ccc(NC(=O)c2cc3c(=O)n(C)c4ccccc4c3n2C)cc1OC
  1	1.1	7	-1.7	6	-6	-7	-46	75*
4. O=C(Nc1ccc2c(c1)OCO2)c1c(F)cccc1F
  -17	-0.6	2	-0.8	14	25	9	58*	-8
5. CCN1CCN(c2cc(C)c3cc(NC(=O)c4ccncc4)ccc3n2)CC1
  15	1.9	2	-0.2	-7	-4	-21	5	-15
6. CC(=O)C1=C(N2CCCCC2)CCC1=O
  8	-0.5	-7	-0.3	0	-14	-6	-4	-20
7. O=C(NC1CCCC1)C(c1cccs1)N(CC1CCCO1)C(=O)Cc1cccs1 (centres undefined)
  -21	0.3	3	-1.5	44*	43	4	13	15
8. COc1cc2c(cc1OC)C1(NCC2)C(=O)Nc2ccccc21 (centres undefined)
  -10	1.8	10	-0.1	1	3	6	4	-9
9. CSC1=Nc2sc3c(c2C2=NCCN12)CC(C)(C)OC3
  -10	-0.3	-1	1.9	nt	-20	-54	4	6
10. Cc1nc(-c2ccc(NS(C)(=O)=O)cc2)cs1
  12	-0.5	-11	-0.2	7	-11	-7	-1	-2
11. CCCNC(=O)NC(=O)CSc1nc2ccccc2n1CC(C)C
  23	0.6	16	-0.3	10	8	3	1	27
12. N=c1c(S(=O)(=O)c2ccccc2)cc2c(=O)n3ccccc3nc2n1CC1CCCO1 (centres undefined)
  6	4.1	-5	nt	-8	-4	nt	0	-1
13. COc1ccc(C(=O)NCCSc2ccccn2)cc1
  2	-0.9	-1	0.3	3	39	-19	30	-11
14. c1ccc(-c2nnc3sc(CN4CCc5ccccc54)cn23)cc1
  nt	-0.7	11	-1.9	24	16	nt	30	12
15. Cn1cnc2c1c(=O)[nH]c(=O)n2C
  28	-0.2	-11	-0.1	nt	-11	-4	5	8

Remaining list, next part
Second line of a record: AP complement	5HT1E ag	5HT1E antag	S1P3 agonist	5-HT1A blocker	RORA act	S1P1 ag pot	SF1 activator	tolC growth inh
16. CCOc1ccc(OCC)c(NC(=O)CCCN2C(=O)c3cccnc3C2=O)c1
  -20	-0.1	1	-0.2	-93	-3	5	-6	-9
17. O=C(O)CCc1nc(-c2ccc(Cl)cc2)no1
  5	0.1	-1	-0.4	-10	-10	9	-1	-19
18. CC(C)N(CCNC(=O)C1CCC(=O)N1Cc1ccc(F)cc1)Cc1ccccc1 (centres undefined)
  nt	-0.2	10	-0.4	21	-13	-22	-13	-2
19. COc1cc(OC)cc(OCC(O)Cn2cnc(-c3ccccc3)c2)c1 (centres undefined)
  4	0.1	-2	-1.2	6	-7	nt	-12	20
20. O=C1NC(c2ccc3c(c2)OCO3)Oc2ccccc21 (centres undefined)
  -10	-0.4	-9	-0.4	0	-2	-4	-6	-3
21. O=c1c(=O)n(O)c2ccccc2n1O
  11	-0.3	-4	-1.2	12	13	-6	-10	-14
22. N#C/C(=C1\CCCN1)c1nc(-c2ccccc2)cs1
  3	-0.6	2	-0.9	-4	6	14	30	16
23. Cc1ccc(S(=O)(=O)N(CCC#N)CCN2CCCC2)cc1
  -1	0.2	3	-1.4	16	-8	-33	2	-8
24. O=C1CN(C(=O)COC(=O)Cc2ccsc2)c2ccccc2N1
  -4	-0.3	-3	0.6	-3	-6	5	3	-9
25. CC(C)C(=O)Nc1nc2c(ncn2C2CC(O)C(CO)O2)c(=O)[nH]1 (centres undefined)
  11	0.0	8	-1.4	4	-8	-24	5	-12
26. CN(CCCNC(=O)C1CCC(=O)N1Cc1ccc(F)cc1)c1ccccc1 (centres undefined)
  16	1.1	-6	-0.3	-2	10	9	4	-3
27. COC(=O)c1nc(NC(=O)c2ccc(Cl)cc2)n[nH]1
  11	-0.7	5	-0.9	7	7	9	-16	-9
28. CCCn1c(CCC(=O)O)ccc1-c1ccc(OC)cc1
  16	1.4	12	-0.9	7	7	nt	6	24
29. COc1ccc(C(CNC(=O)CN2C(=O)NC3(CC(C)CC(C)(C)C3)C2=O)N2CCOCC2)cc1 (centres undefined)
  -9	-0.4	9	-0.6	6	2	-7	-1	-7
30. O=C(NCc1cccnc1)C1c2ccccc2C(=O)N1Cc1ccco1 (centres undefined)
  14	-0.5	-7	-0.5	1	-3	-3	5	-2

(list continues)
Second line of a record: AP complement	5HT1E ag	5HT1E antag	S1P3 agonist	5-HT1A blocker	RORA act	S1P1 ag pot	SF1 activator	tolC growth inh
31. N#Cc1cnn(Cc2ccccc2)c1N
  12	0.2	-4	0.0	2	12	3	0	-14
32. O=C(Cn1nc(-c2ccccc2)ccc1=O)N1CCOCC1
  7	0.3	-2	-0.7	-9	-14	-2	21	-21
33. Cc1c(NC(=O)c2ccc3c(c2)OCO3)cccc1-c1nc2ccccc2o1
  29	-0.9	-4	-0.9	32	5	2	6	19
34. COc1ccc(S(=O)(=O)NC(CC(=O)NCc2ccccc2OC)c2ccco2)cc1 (centres undefined)
  12	0.0	-2	0.4	-1	15	1	22	27
35. CCOc1cc(S(=O)(=O)Nc2ccccn2)ccc1F
  7	0.7	-4	0.5	-10	-6	3	3	-1
36. COCCOC(=O)C1=C(C)NC2=C(C(=O)CCC2)C1c1ccc2c(c1)OCO2 (centres undefined)
  1	0.6	0	-1.7	-5	2	-24	8	6
37. CCC(C)N1C(=O)C2C(C(=O)Nc3cccc(OC)c3)C3C=CC2(O3)C1C(=O)NC1CCCCC1C (centres undefined)
  3	-0.4	-4	-0.6	-10	3	5	-6	5
38. Cc1nc(N2CCN(Cc3ccccc3)CC2)nc2c1C(=O)CCC2
  7	1.2	-10	-1.4	-8	-15	0	-1	15
39. CCOC(=O)Nc1nnc(-c2ccccc2OC)s1
  -9	1.1	18	-1.0	26	29	-9	32	10
40. Cc1c(NC(=O)CSc2nc3ccccc3[nH]2)c(=O)n(-c2ccccc2)n1C
  8	-0.6	-6	-1.1	6	-10	-22	-12	-1
41. Cc1onc(C(=O)N2CCC(C(N)=O)CC2)c1-c1ccccc1Cl
  8	-0.3	-4	-1.5	-6	-9	8	2	-1
42. c1ccc(-c2cc(N3CCOCC3)nc(-c3ccccc3)n2)cc1
  5	-0.1	-1	-0.4	-1	7	-9	-2	-24
43. COC(=O)c1[nH]c2cc(C)ccc2c1NC(=O)CN1CCc2cc(OC)c(OC)cc2C1
  10	1.1	-6	-1.2	-15	-12	-18	-10	17
44. CCc1c(C)nc2ncnn2c1NCCc1ccc(OC)c(OC)c1
  -2	1.7	4	0.0	7	-14	2	-3	-10
45. C/C(Cl)=C\CSc1nnc2n(N)c(=O)c3ccccc3n12
  0	0.5	1	1.0	-6	-4	2	8	2

Next part
Second line of a record: AP complement	5HT1E ag	5HT1E antag	S1P3 agonist	5-HT1A blocker	RORA act	S1P1 ag pot	SF1 activator	tolC growth inh
46. CC(C)C(c1nnnn1Cc1ccccc1)N1CCN(Cc2ccc3c(c2)OCO3)CC1 (centres undefined)
  -1	0.7	11	-0.8	26	-3	33	-17	5
47. CC(=O)NC(CCS(C)(=O)=O)C(=O)Nc1cccc(C(C)=O)c1 (centres undefined)
  nt	-0.3	5	-0.5	-2	14	-18	-20	-5
48. c1ccc2oc(-c3nn4c(Cn5cnc6ccccc65)nnc4s3)cc2c1
  19	0.3	1	-1.2	28	-11	-6	12	-10
49. Cc1cccc(NC(=O)c2oc3ccc(S(=O)(=O)N4CCOCC4)cc3c2C)c1C
  3	0.3	2	-0.5	-12	22	-4	18	10
50. O=C(CSc1ccccc1Cl)c1ccco1
  12	-1.1	3	0.8	3	-8	27	15	8
51. CCCC1(C(=O)OCC)NC(c2ccc(N(C)C)cc2)C2C(=O)N(c3ccccc3)C(=O)C21 (centres undefined)
  1	-0.8	6	-0.7	9	-20	3	-15	9
52. Cc1onc(-c2ccccc2Cl)c1C(=O)N1CC(C)OC(C)C1 (centres undefined)
  12	0.8	-6	-0.7	-4	-20	1	-3	-5
53. CCOC(=O)CSc1nc(N)nc(C)c1Br
  17	-1.1	6	-0.1	-5	-7	nt	0	5
54. CCOc1ccc(C2=Nn3cnnc3SC2)cc1
  14	0.0	-10	-1.2	-8	-6	3	5	-12
55. CC(=O)c1c(C)[nH]c(C(=O)NCc2ccccc2Cl)c1C
  21	-1.0	7	0.3	9	-18	7	-8	-1
56. O=C1C2ON(c3ccccc3)C(c3cccnc3)C2C(=O)N1c1ccccc1 (centres undefined)
  -9	-0.4	3	-2.6	nt	-9	-9	6	10
57. C=CCn1c(COc2ccc(F)cc2)nnc1SCC(=O)NC(=O)NCc1ccco1
  24	-0.1	-5	0.2	-1	-16	7	-6	9
58. O=C(CCCN1C(=O)c2ccccc2C1=O)NCCCN1CCOCC1
  2	0.1	-1	-1.5	12	-8	2	-12	-6
59. CCOC(=O)N1CCN(S(=O)(=O)c2cc(Br)cc3c2N(C(=O)CC)CC3)CC1
  25	-0.5	3	nt	-19	-16	nt	-10	6
60. CCc1ccc(OCC(=O)N(C)C)c(Br)c1
  -8	-0.3	-7	-1.5	-11	-5	-3	-14	-7
61. Cc1cc(OCc2nnc(SCC(=O)OC3CCCCC3)o2)ccc1Cl
  -4	0.9	-3	-1.5	9	-3	-15	-14	-7
62. CC1CCCCC1NC(=O)CSc1nncs1 (centres undefined)
  11	-1.0	-19	0.6	-5	-6	-25	-2	-15

An excerpt from above, reduced to 5HT1E antag and tolC growth inh.
no.	compound	5HT1E antag	tolC growth inh
51	CCCC1(C(=O)OCC)NC(c2ccc(N(C)C)cc2)C2C(=O)N(c3ccccc3)C(=O)C21 (centres undefined)	6	9
60	CCc1ccc(OCC(=O)N(C)C)c(Br)c1	-7	-7
48	c1ccc2oc(-c3nn4c(Cn5cnc6ccccc65)nnc4s3)cc2c1	1	-10
